High-throughput results from PubChem.
TDP-43 yeast inh: qHTS of TDP-43 Inhibitors | AID 652104, 2013 | Potency, µM (top dose mostly 46.1 µM), for the others: at the highest dose growth rescue (activation), hits mostly activators | TDP-43 expressing yeast growth rescue, BacTiter-Glo, 24 h | 410,000 compounds, 1.8% hits; further: potency means the concentration at half of the fitted maximal effect; % of control where 0% means no effect; nearly all actives have a fitted effect of over 50% in size
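Readout is BacTiter-Glo luminescence of cell growth, so inhibitors register as activators. TDP-43-expressing yeast at OD600=0.02 in galactose medium, after raffinose pregrowth to mid-log, were incubated with compound for 24 hr at 30 deg C.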
D3 antag: qHTS of D3 Dopamine Receptor Antagonist: qHTS | D(3) dopamine receptor (Homo sapiens), P35462 | D3R cells, DiscoveRx beta-arrestin luminescence, antagonist mode; hits give low values | max response, negative = inhibition, % | 360,000 compounds, 2.5% hits | AID 652054, 2013; in the data active means max response below about -50%; inconclusive means no clear call, values can overlap the other calls; further: on the % scale 0 is the no-effect control and ±100 the full control effect; mostly tested at two doses, the higher about 12 µM
Target sequence (P35462 whole entry, looked up): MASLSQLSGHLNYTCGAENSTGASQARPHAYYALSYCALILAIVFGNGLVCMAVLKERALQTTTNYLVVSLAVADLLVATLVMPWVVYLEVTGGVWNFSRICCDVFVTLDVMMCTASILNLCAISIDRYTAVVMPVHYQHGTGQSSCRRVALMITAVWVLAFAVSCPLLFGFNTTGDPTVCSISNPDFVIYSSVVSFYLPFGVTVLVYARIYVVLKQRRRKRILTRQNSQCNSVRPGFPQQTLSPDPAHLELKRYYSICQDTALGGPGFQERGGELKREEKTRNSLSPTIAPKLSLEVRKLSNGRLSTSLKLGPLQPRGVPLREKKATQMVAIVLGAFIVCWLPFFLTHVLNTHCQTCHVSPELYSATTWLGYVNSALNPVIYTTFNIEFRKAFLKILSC
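Cells expressing the human receptor were seeded at 1500 cells/well, incubated overnight at 37 degrees C in 5% CO2, then exposed to library compounds with dopamine controls for 90 minutes at 37 degrees C before luminescent detection.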
GLP-1R agonist: qHTS of GLP-1 Receptor Agonists; Glucagon-like peptide 1 receptor (Homo sapiens), P43220; HEK293 GLP-1R CRE-luciferase, luminescence, 4-6 h; cells express a hypersensitive GLP-1R form; Potency, µM (top dose mostly 45.6 µM), without a hit: top-dose activation, usual class: activators; 380,000 compounds, 0.007% hits; further: potency means the concentration at half of the fitted maximal effect; % of control where 0% means no effect
GLP1R cytotox: qHTS of GLP-1 Receptor Inverse Agonists: Cytotox Screen; HEK293 cAMP-luciferase reporter cells, luminescence, 24 h; Potency, µM (series often up to 38.3 µM), for the others: at the highest dose activity change, negative = inhibition, usual class: inhibitors; 410,000 compounds, 0.13% hits; AID 624418, 2012;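 further: loss of luciferase light is scored as toxicity; potency means the concentration at half of the fitted maximal effect; on the % scale 0 is the no-effect control and ±100 the full control effect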
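Compound-treated cells are incubated 24 hr at 37 deg C under 5% CO2 after a 12 hour attachment period, then luciferase detection reagent is added and luminescence is measured following 12 min at room temperature; lowered signal indicates toxicity.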
D3 ag: qHTS of D3 Dopamine Receptor Agonist: qHTS. D(3) dopamine receptor (Homo sapiens), P35462. AID 652048, 2013. D3R DiscoveRx beta-arrestin cells, luminescence, 90 min. 410,000 compounds, 0.58% hits. max activation, %; in the data active means max activation above about 30%; further: 0% is about no effect; mostly tested at two doses, the higher about 12 µM
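Cells at 1500/well, incubated overnight, then treated with pinned compounds (dopamine as control) for 90 min at 37 degrees C. DiscoveRx reagent added for 30 - 60 minutes at room temperature; luminescence read.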
aSyn rescue: qHTS of alpha-syn Inhibitors | AID 652106, 2013 | Yeast expressing alpha-synuclein, growth rescue, BacTiter-Glo, 24 h | 370,000 compounds, 0.14% hits | Potency, µM (highest dose often 46.1 µM), without a hit: at the highest dose growth rescue (activation), hits mostly activators; further: potency means the concentration at half of the fitted maximal effect; % of control where 0% means no effect; nearly all actives have a fitted effect of over 65% in size
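Screening used galactose-induced yeast with toxic alpha-synuclein levels, exposed to compound for 24 hr at 30 deg C. Cell growth, read with BacTiter-Glo luminescence, gave the measured signal.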
GLP-1R inv ag: qHTS of GLP-1 Receptor Inverse Agonists (Inhibition Mode); Potency, µM (highest dose often 38.3 µM), for inactives: at the highest dose activity change, negative = inhibition, usual class: inhibitors; 410,000 compounds, 1.6% hits; HEK293 GLP-1R CRE-luciferase, luminescence, 24 h; GLP-1R form is constitutively active; Glucagon-like peptide 1 receptor (Homo sapiens), P43220; further: potency means the concentration at half of the fitted maximal effect; on the % scale 0 is the no-effect control and ±100 the full control effect; nearly all actives have a fitted effect of over 55% in size
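Cells are plated, allowed 12 hours at 37 deg C, then treated with compounds for 24 hr before luciferase detection reagent is added and luminescence is read after 12 min at room temperature. The HEK293 line carries constitutively active GLP-1R with a cAMP-responsive reporter.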
KB-V1 MDR tox: qHTS assay for MDR1-selective chemotherapeutics: Primary screen using the drug-selected MDR subline cells KB-V1 | KB-V1 MDR cells viability, CellTiter-Glo, 72 h | Potency, µM (titrated, usually from 46.1 µM), without a hit: top-dose activity change, negative = cytotoxicity, actives largely listed as cytotoxic | 400,000 compounds, 3.4% hits | AID 1347076, 2019; further: potency means the concentration at half of the fitted maximal effect; on the % scale 0 is the no-effect control and ±100 the full control effect; nearly all actives have a fitted effect of over 60% in size
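qHTS viability screen in drug-selected KB-V1 MDR cells: 72 h compound treatment at 37 degrees C, ATP luminescence end point.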
PTHR1 ag: qHTS for PTHR1 Agonists: Primary Screen; HEK293 GP2 PTHR1 cells, GloSensor cAMP luminescence, 1 h; 410,000 compounds, 0.075% hits; Parathyroid hormone/parathyroid hormone-related peptide receptor (Homo sapiens), Q03431; Potency, µM (series often up to 115 µM), inactives show at the top dose activation, actives largely listed as activators; further: potency means the concentration at half of the fitted maximal effect; nearly all actives have a fitted effect of over 55% in size; some results filed as inactive show a strong effect at the top dose; inactives centre near -15; many of its hits are not listed in these tables
Target sequence (Q03431 whole entry, looked up): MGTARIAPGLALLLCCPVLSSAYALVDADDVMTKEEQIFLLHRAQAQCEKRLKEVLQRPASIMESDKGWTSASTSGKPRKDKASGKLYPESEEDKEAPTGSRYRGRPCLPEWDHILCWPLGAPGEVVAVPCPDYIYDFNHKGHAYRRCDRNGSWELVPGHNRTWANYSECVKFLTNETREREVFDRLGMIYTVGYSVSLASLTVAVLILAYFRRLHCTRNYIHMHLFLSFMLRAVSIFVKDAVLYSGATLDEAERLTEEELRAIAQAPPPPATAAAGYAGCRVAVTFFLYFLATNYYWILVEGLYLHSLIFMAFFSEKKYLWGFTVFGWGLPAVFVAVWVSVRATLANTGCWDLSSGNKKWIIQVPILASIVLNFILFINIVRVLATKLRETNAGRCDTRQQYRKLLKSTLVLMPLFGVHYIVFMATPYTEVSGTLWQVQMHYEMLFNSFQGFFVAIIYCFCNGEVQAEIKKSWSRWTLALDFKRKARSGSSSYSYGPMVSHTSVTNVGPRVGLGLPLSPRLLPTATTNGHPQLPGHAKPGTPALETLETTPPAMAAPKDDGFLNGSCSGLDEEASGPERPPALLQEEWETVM
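HEK-293-derived GP2 cells expressing PTHR1 and a GloSensor cAMP reporter, 3,000/well, plated overnight, given luciferin plus IBMX (each 0.5 mM as added) for 1 h at 37 °C, then compound for 1 h at 37 °C. Luminescence was read after 15 min at room temperature.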
Starred values were filed as active, the others as inactive; i = inactive; u = inconclusive; x = not tested or not shown; [ ] = another dose, or the depositor's remark. Unless noted, the call rests on the fitted dose curve; in most records, active means well fitted curve in the direction sought with a large enough effect; inconclusive means small, poorly fitted or top-dose-only effect, or another doubt; inactive means no such curve, though single readings can be large; an effect the other way counts as inactive or inconclusive. Only part of the results is shown; the hit share may differ from the screen's.

[1] COCCCNC(=S)N1CCN(Cc2ccc3c(c2)OCO3)CC1
[2] CCCCn1c(N)c(N(CCC(C)C)C(=O)C2CCCC2)c(=O)[nH]c1=O
[3] CCOC(=O)[C@H]1[C@H]2COc3ccc(Cl)cc3[C@@H]2N2C(=O)c3ccccc3NC(=O)[C@@]12C
[4] O=C(N/N=C/C=C/c1ccccc1[N+](=O)[O-])c1cc(-c2ccccc2)n[nH]1
[5] O=C(COC(=O)CNC(=O)c1ccccc1)NCCc1ccccc1
[6] COc1ccccc1C(=O)NCCn1cc(SCC(=O)NCC2CCCO2)c2ccccc21 (stereo not drawn)
[7] CC[C@]12c3[nH]c4ccc(OC)cc4c3CCN1C(=O)C(CC(=O)NCCCOC)C[C@@H]2C(=O)N1CCN(C(=O)C2CC2)CC1 (stereo partly drawn)
[8] CCc1ccc(OCC(=O)N(Cc2ccc(C)cc2)Cc2ccco2)cc1

entry no.	1	2	3	4	5	6	7	8
TDP-43 yeast inh	17%	11%	9%	9%	-19%	-1%	-7%	-9%
D3 antag	4	6	-16	5	-7	u	22	x
GLP-1R agonist	-7%	0%	1%	-7%	7%	1%	-5%	x
GLP1R cytotox	12%	3%	1%	-20%	u	10%	20%	8%
D3 ag	-2	2	5	2	5	-6	24	2
aSyn rescue	-10%	2%	0%	-2%	-10%	-9%	1%	x
GLP-1R inv ag	2%	20%	-9%	-18%	-1%	2%	16%	u
KB-V1 MDR tox	9%	8%	-13%	-19%	5%	x	-13%	15%
PTHR1 ag	u	i	-28%	-20%	-2%	i	9%	-75%[inhibitor]

Molecules above containing an aryl methoxy group:
[6] COc1ccccc1C(=O)NCCn1cc(SCC(=O)NCC2CCCO2)c2ccccc21 (stereo not drawn)
[7] CC[C@]12c3[nH]c4ccc(OC)cc4c3CCN1C(=O)C(CC(=O)NCCCOC)C[C@@H]2C(=O)N1CCN(C(=O)C2CC2)CC1 (stereo partly drawn)

entry no.	6	7
TDP-43 yeast inh	-1%	-7%
D3 antag	u	22
GLP-1R agonist	1%	-5%
GLP1R cytotox	10%	20%
D3 ag	-6	24
aSyn rescue	-9%	1%
GLP-1R inv ag	2%	16%
KB-V1 MDR tox	x	-13%
PTHR1 ag	i	9%

Next compounds follow.
[9] CCS(=O)(=O)c1ccc(-c2cccc(NC(=O)c3ccc(Br)o3)c2)nn1
[10] COc1ccc(N2CC(NC(=O)C3CCCC3)CC2=O)cc1 (stereo not drawn)
[11] O=C1C2CC=CCC2C(=O)N1c1ccc(NCCc2ccc(O)cc2)c([N+](=O)[O-])c1 (stereo not drawn)
[12] CCOc1ccc(CCNC(=O)c2ccc(C)c(S(=O)(=O)N3CCOCC3)c2)cc1OCC
[13] CC(=O)Nc1ccc(Oc2ccc(NC(C)=O)c(NC(C)=O)c2)cc1
[14] COc1ccccc1NS(=O)(=O)c1ccc(NC(=O)c2nc3ncccn3n2)cc1
[15] CO[C@H]1CN(C)C(=O)c2cc(NS(=O)(=O)c3ccccc3)ccc2OC[C@@H](C)N(Cc2ccccn2)C[C@@H]1C
[16] CCN(CC)C(=O)c1nc(-c2cccc3ccccc23)no1

entry no.	9	10	11	12	13	14	15	16
TDP-43 yeast inh	-2%	14%	9%	7%	5%	9%	24%	u
D3 antag	-27	x	u	15	12	u	10	-12
GLP-1R agonist	7%	x	u	15%	-3%	-4%	x	8%
GLP1R cytotox	-3%	4%	u	-5%	-27%	4%	3%	6%
D3 ag	-6	-2	4	6	0	2	2	-5
aSyn rescue	3%	x	3%	1%	2%	0%	0%	-9%
GLP-1R inv ag	-3%	2%	u	3%	-12%	0%	6%	u
KB-V1 MDR tox	0%	x	u	21µM*	9%	0%	-13%	u
PTHR1 ag	-29%	i	-52%[inhibitor]	-38%[inhibitor]	i	-29%	-1%	-27%

Brought forward from above: two compounds, followed by the next part.
[15] CO[C@H]1CN(C)C(=O)c2cc(NS(=O)(=O)c3ccccc3)ccc2OC[C@@H](C)N(Cc2ccccn2)C[C@@H]1C
[16] CCN(CC)C(=O)c1nc(-c2cccc3ccccc23)no1
[17] Cc1cc([N+](=O)[O-])nn1CC(=O)N1CCc2ccccc2C1
[18] COc1ccc(C(=S)N2CCOCC2)cc1OC(=O)c1cc([N+](=O)[O-])c(C)c([N+](=O)[O-])c1
[19] COc1ccccc1-c1ccccc1C1=CC(=O)CC(C)(C)C1=O
[20] CCN1CCCC(OC(=O)c2cc(-c3ccccc3Cl)nc3ccccc23)C1 (stereo not drawn)
[21] COc1ccc(CC(=O)NCC(=O)N/N=C/c2cc(Br)ccc2OC)cc1
[22] Cc1cc(N/N=C/c2ccco2)c2ccccc2n1
[23] O=C(N/N=C/c1cccc(OC(=O)c2ccc3c(c2)OCO3)c1)c1cncc(Br)c1
[24] Cc1ccc2c(c1)C1CN(C)CCC1N2Sc1ccccc1[N+](=O)[O-] (stereo not drawn)

entry no.	15	16	17	18	19	20	21	22	23	24
TDP-43 yeast inh	24%	u	5%	-1%	u	-6%	-15%[1.82 µM]	0%	22%	-32%[inhibitor]
D3 antag	10	-12	9	-12	9	-22	21	3	20	u
GLP-1R agonist	x	8%	0%	-8%	-6%	16%	11%	18%	-7%	12%
GLP1R cytotox	3%	6%	-2%	9%	0%	-24%	-1%	8%	-5%	u
D3 ag	2	-5	-10	-1	4	-1	3	2	6	-11
aSyn rescue	0%	-9%	-4%	3%	2%	4%	1%	-11%	0%	1%
GLP-1R inv ag	6%	u	-18%	-1%	-26%	u	u	6%	-7%	u
KB-V1 MDR tox	-13%	u	-8%	24%	28%	3%	9%	15%	-3%	-22%
PTHR1 ag	-1%	-27%	-17%[57.5 µM]	i	i	i	i	i	i	i

[25] Cc1ccc(-c2csc3ncn(/N=C/N(C)C)c(=O)c23)o1
[26] C[C@@H]1ON(C)[C@H]2C[C@H]3c4[nH]c5ccc(-c6ccc7c(c6)OCO7)cc5c4CCN3C(=O)[C@@H]12
[27] Cc1ccc(-c2csc(NC(=O)CN3CC(C)OC(C)C3)n2)cc1 (stereo not drawn)
[28] CCN(C(=O)COC(=O)COc1ccc2c(C)cc(=O)oc2c1)C1CCS(=O)(=O)C1 (stereo not drawn)
[29] CCOC(=O)C1CN(c2cc3c(cc2F)c(=O)c(C(=O)O)cn3CC)OC1C(=O)OCC (stereo not drawn)
[30] O=C(CCCN1C(=O)/C(=C\c2cccs2)SC1=S)Nc1ccc(C(=O)O)cc1
[31] COc1ccc(CNc2nc(NCc3ccc(OC)cc3)n(C(=O)c3ccccc3[N+](=O)[O-])n2)cc1
[32] CCC1(c2ccccc2)NC(=O)N(CC(=O)Nc2ccc(Cl)c(S(=O)(=O)N3CCCCC3)c2)C1=O (stereo not drawn)

entry no.	25	26	27	28	29	30	31	32
TDP-43 yeast inh	-12%	u	4%	1%	1%	-17%	-11%	10%
D3 antag	-3	0	-3	4	22	-22	-23	-16
GLP-1R agonist	-4%	4%	7%	5%	-8%	13%	0%	-2%
GLP1R cytotox	-4%	49%[activator]	-13%	7%	4%	-30%	31%[activator]	-23%
D3 ag	-4	-7	1	6	1	1	1	-11
aSyn rescue	0%	9%	-5%	-6%	7%	4%	-2%	-6%
GLP-1R inv ag	-16%	u	u	5%	4%	-36%	11%	u
KB-V1 MDR tox	0%	-11%	u	1%	-3%	-5%	u	2%
PTHR1 ag	i	-55%[inhibitor]	-55%[inhibitor]	i	-3%[57.5 µM]	-3%	i	-60%[inhibitor]

[33] COc1cc(OC)cc(N(C(=O)c2ccco2)C(C(=O)NC2CCCC2)c2ccc(N3CCOCC3)cc2)c1 (stereo not drawn)
[34] COC(=O)CN1C(C(=O)c2ccccc2)=C(OC(=O)c2ccc(C)cc2)c2ccccc2S1(=O)=O
[35] COc1ccc(CN2C(=O)c3cccnc3C2=O)cc1S(=O)(=O)N(C)c1cccc(C)c1
[36] CC(C)CCNC(=O)c1ccc(-n2cnc3cccnc32)cc1
[37] CC(CN1CCCCC1)OC(=O)c1ccco1 (stereo not drawn)
[38] Cc1ccc(C(=O)COC(=O)CCN2C(=O)C3C4CCC(C4)C3C2=O)cc1C (stereo not drawn)
[39] O=C(CN1CCCC1)Nc1sc2c(c1C(=O)Nc1ccccc1)CCCC2
[40] CNc1nc(Cl)nc(NC(C)(C)C)n1
[41] Cc1ccc(NC(=O)CSc2nc3c(c(=O)n(C)c(=O)n3C)n2C)cc1

entry no.	33	34	35	36	37	38	39	40	41
TDP-43 yeast inh	-13%	-24%	9%	0%	-1%	-29%	14%	-15%	15%
D3 antag	-6	x	10	24	-22	0	-17	-8	3
GLP-1R agonist	6%	x	-3%	2%	0%	20%	-4%	u	7%
GLP1R cytotox	-11%	-14%	-12%	-14%	-11%	2%	23%	-1%	-4%
D3 ag	-6	-15	2	1	-16	-17	-1	-5	5
aSyn rescue	0%	x	-8%	6%	-1%	3%	-1%	-1%	0%
GLP-1R inv ag	7%	u	3%	7%	-19%	-12%	4%	120%[activator]	35%
KB-V1 MDR tox	u	14%	0%	3%	-10%	x	u	u	1%
PTHR1 ag	2%	23%	-8%	i	i	i	i	i	-4%
